Pf growth 96h: inhibits malaria parasite growth, 96 h | Potency, µM (titrated, usually from 28.7 µM), without a hit: at the highest dose activity change, negative = inhibition, most hits filed as inhibitors | P. falciparum luciferase reporter growth, 96 h | AID 504834 | 320,000 tested, 6.9% active; further: potency means the concentration at half of the fitted maximal effect; on the % scale 0 is the no-effect control and ±100 the full control effect
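Erythrocytes infected with luciferase-expressing P. falciparum were dispensed at 2% hematocrit and 0.05% parasitemia (final), then incubated with compounds 96 hours at 37 C in 5% CO2. Luminescence after detection reagent addition reported growth.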
CHX counter: counter-screen hit for Shiga toxin inhibitors, cycloheximide; cell reporter, cycloheximide protein synthesis inhibition counterscreen; max response, %; 300,000 tested, 12% active; AID 2314; in the data active means max response mostly above about 13%, no sharp cut-off; inactive means mostly below about 14%; further: read at 38.3 µM for the half of the compounds with a filed dose; 0% is about no effect
Shiga toxin inh: blocks Shiga toxin action in Vero cells; AID 2315; Vero cells, Shiga toxin protein synthesis inhibition reporter; inhibition, % at 38.7 µM; 290,000 tested, 9.2% active; in the data active means inhibition mostly above about 28%, no sharp cut-off; inactive means mostly below about 43%; further: 0% is about no effect
Pf growth 48h: inhibits P. falciparum growth in the first generation, 48 h; P. falciparum luciferase growth in erythrocytes, 48 h; Potency, µM (top dose mostly 28.7 µM), without a hit: top-dose activity change, negative = inhibition, hits mostly inhibitors; 310,000 tested, 5.9% active; AID 504832; further: potency means the concentration at half of the fitted maximal effect; on the % scale 0 is the no-effect control and ±100 the full control effect
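First compound was added to culture medium, then infected red cells at 0.1% parasitemia and 2% hematocrit (final). After incubation at 37 C under 5% CO2, luciferase detection reagent was dispensed and light output recorded.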
Sm TGR inh: blocks Schistosoma mansoni thioredoxin glutathione reductase. Q962Y6. purified TGR, DTNB reduction, TNB absorbance 405 nm. Potency, µM (titrated, usually from 114 µM), for the others: at the highest dose activity change, negative = inhibition, actives largely listed as inhibitors. 360,000 tested, 3% active. AID 485364; further: potency means the concentration at half of the fitted maximal effect; on the % scale 0 is the no-effect control and ±100 the full control effect; nearly all actives have a fitted effect of over 60% in size
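TGR 20 nM + NADPH 100 uM (dispensed conc.), cpd preinc 15 min RT; start with NADPH (500 uM addition) then DTNB (15 mM addition). Kinetic TNB absorbance, 405 nm filter. Four-parameter Hill fit across titration.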
FBPA Giardia inh: inhibitors of Giardia lamblia fructose-1,6-bisphosphate aldolase; purified Giardia FBPA; Potency, µM (series often up to 59.6 µM), for inactives: at the top dose activity, negative = inhibition, most hits filed as inhibitors; 290,000 tested, 0.71% active; further: potency means the concentration at half of the fitted maximal effect; on the % scale 0 is the no-effect control and ±100 the full control effect; nearly all actives have a fitted effect of over 55% in size
Target sequence (A8B2U2 whole entry, looked up): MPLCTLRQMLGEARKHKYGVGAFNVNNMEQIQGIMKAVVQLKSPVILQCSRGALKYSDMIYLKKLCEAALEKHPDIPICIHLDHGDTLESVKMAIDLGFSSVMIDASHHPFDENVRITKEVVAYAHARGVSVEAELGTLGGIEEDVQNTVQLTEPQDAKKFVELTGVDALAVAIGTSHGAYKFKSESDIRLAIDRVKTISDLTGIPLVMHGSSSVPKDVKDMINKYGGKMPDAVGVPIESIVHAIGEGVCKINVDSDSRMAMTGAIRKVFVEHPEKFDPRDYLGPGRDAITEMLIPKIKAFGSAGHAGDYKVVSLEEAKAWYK
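Giardia FBPA (40 nM reagent) was preincubated 10 min at RT with compound (up to 57.5 uM final), then substrate plus GAPDH/TPI/NAD/arsenate coupling system with diaphorase/resazurin was added; resorufin fluorescence (525/598 nm) was read after 20 min.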
Active calls of the source: *; i = inactive; ? = inconclusive; · = no result given; & = joins results of further samples; [ ] = remark or other dose. Unless noted, the call rests on the fitted dose curve; in most records, active means well fitted curve in the direction sought with a large enough effect; inconclusive means small, poorly fitted or top-dose-only effect, or another doubt; inactive means no such curve, though single readings can be large; an effect the other way counts as inactive or inconclusive.

Values in the order: Pf growth 96h, CHX counter, Shiga toxin inh, Pf growth 48h, Sm TGR inh, FBPA Giardia inh
Nc1ccc(N2CCN(c3ccc(Cl)c(Cl)c3)CC2)cc1
 : ?, 4, 24*, -17%, -2%, 1%
Cc1ccc(C(C)NC(=O)Cc2cccs2)c(C)c1 (stereo not drawn)
 : 14%, -1, 26, 9%, -25%, 6%
COc1ccc(CCNC(=O)C2(c3ccccc3)CC2)cc1
 : -16%, -2, 2, 10%, -2%, ·
CCCNC(=O)C(CC)NC(=O)c1cccc([N+](=O)[O-])c1 (stereo not drawn)
 : -3%, ·, ·, ?, -10%, ·
CCC(=NCCC1=CCCCC1)c1c(O)[nH]c(=O)[nH]c1=O
 : 0%, -2, -12, ?, 5%, 1%
CC(=O)c1cc2ccccc2oc1=O
 : -16%, ·, ·, 8%, -6%, 9%[21.7 µM]
C=C(C)Cn1c(CCCNC(=O)CCC)nc2ccccc21
 : 21%, -1, -9, 2%, 0%, -1%
Cc1cccc(NC(=O)C(NS(=O)(=O)c2ccc3c(c2)CCC(=O)N3)c2ccccc2)n1 (stereo not drawn)
 : 10µM*, -2, 15, -5%, 3%, -19%
CCOC(=O)c1c(C)[nH]c(C)c1S(=O)(=O)NCCN1CCN(c2ccccc2F)CC1
 : 0%, -1, 7, ?, 5%, -3%
CCOC(=O)c1cnc(SCC(=O)Nc2ccc(N3CCOCC3)cc2)nc1N
 : 6%, -3, -3, ·, -2%, -2%
[N-]=[N+]=CC(=O)c1ccnc(C(=O)C=[N+]=[N-])c1
 : ?, -3, -7, -3%, ?, -23%
CCN(C(=O)COC(=O)c1[nH]c(C)c(C(C)=O)c1C)c1c(N)n(Cc2ccccc2)c(=O)[nH]c1=O
 : ?, ·, ·, -12%, -2%, ·
COc1cc(OC)cc(C2(C#N)CCN(C)CC2)c1
 : 71%[activator], 1, -3, 67%[activator], -12%, -1%
CC1Cc2ccccc2N1C(=O)c1cnsn1 (stereo not drawn)
 : 1%, 12, 63, 8%, -1%, -3%
Cc1ccc(OCC(=O)NNc2c3ccccc3nc3ccccc23)cc1
 : ?, -2, 8, 9.3µM*, 0%, 1%
CCOC(=O)C1CCN(c2c(N3CCCC(C(=O)OCC)C3)c(=O)c2=O)CC1 (stereo not drawn)
 : ?, -5, -2, ?, -1%, 5%
CCN1C(=O)C(=Cc2ccc(C)s2)C(=O)N(CC)C1=S
 : 108%[activator], 21, 44*, 103%[activator], 0%, -11%
CC(C)NC(=S)N/N=C/c1cccnc1
 : ?, -3, -14, 8%, -34%, -22%
COc1ccc(OCC(O)CNC(=O)Nc2ccc(F)cc2)cc1 (stereo not drawn)
 : -21%, -1, -4, -8%, 18%, 6%
CCCCCCCCNC(CO)(CO)CO
 : 32%[activator], 1, -16, 13%, -3%, 1%
S=c1nc(-c2cccc(Cl)c2)[nH][nH]1
 : 1%, -5, 19, -4%, -3%, -7%
O=c1onc(-c2cccs2)n1Cc1ccccc1
 : ?, -1, -10, -11%, 12%, 1%
COc1ccc(NC(=O)CSc2ccc3nnc(-c4cccnc4)n3n2)cc1
 : -3%, -2, -6, ?, -20%, -2%
N#Cc1ccccc1NC(=O)C(=O)NCC1CCCN1S(=O)(=O)c1cccs1 (stereo not drawn)
 : 2%, ·, ·, -1%, -15%, ·
COc1cc([N+](=O)[O-])c(N2CCOCC2)c([N+](=O)[O-])c1OC
 : -17%[5.75 µM], 1, 30, 2%, -8%, -13%
CCC(=O)Nc1c(C)ccc2nsnc12
 : -3%, -2, -9, ·, 9%[11.4 µM], 6%
Cc1cc(C)c2c(c1)OC(=O)CC2c1ccccc1C (stereo not drawn)
 : ·, -2, i, ·, ·, -10%[89.2 µM]
Cc1nc(-c2ccc(F)cc2)c(CC(=O)Nc2cc(S(=O)(=O)N3CCCCC3)ccc2C)s1
 : ?, ·, ·, ?, -3%, ·
COc1ccc(OC)c2nc3c(cc12)CCC3
 : -18%, -5, -4, -9%[0.00184 µM], -16%, -20%
O=C1NC(=S)N/C1=C\c1ccccc1OCc1ccc(C(=O)O)cc1
 : -14%, -1, 7, 3%, 1%, 22%
COC(=O)c1c(NC(=O)COC(=O)[C@@H](NS(=O)(=O)c2ccc(C)cc2)C(C)C)sc2c1CCC2
 : ?, -1, 20, ?, -8%, -2%
Cc1ccccc1C(=O)Nc1ccnn1C1CCN(C(=O)c2cnsn2)CC1
 : -24%, 11, 1, 5%, -27%, -12%
COc1ccc([N+](=O)[O-])cc1N(CC(=O)Nc1ccccc1C(=O)N1CCCC1)S(C)(=O)=O
 : ?, -1, -8, 11%, 12%, 1%
Cc1cc([N+](=O)[O-])nn1CCCC(=O)N1CCN(c2ccccc2)CC1
 : -4%, -4, 6, 9%, -7%, -1%
Cc1ccc(OCC(=O)N(C)CC(=O)Nc2ccc(N3CCOCC3)cc2)cc1
 : -22%, ·, ·, 24%, -4%, ·
CCCCSc1cc(=O)n(-c2ccccc2)nc1C(=O)OCC
 : ?, 7, -13, ?, 0%, -5%
CC(=O)Nc1cccc(N(C(=O)C2COc3ccccc3O2)C(C(=O)NC2CCCCC2)c2cn(C)nc2C)c1 (stereo not drawn)
 : -5%, 5, 18, 23%, 19%, -3%
CC1(C)Oc2ccc(C(=O)Nc3ccccc3F)cc2N(CC(=O)N2CCOCC2)C1=O
 : ?, 12*, 48, 22%, -3%, 9%
CC/C(O)=C1\C(=O)CC(C)(C)CC1=NCCc1nc2ccccc2[nH]1
 : ?, 7, -3, -15%, 1%, 3%
N=C(N)SCCc1cnc[nH]1
 : -4%, ·, ·, 3%, -16%, -5%&4%
COc1cc(/C=C/C(=O)OCC(=O)Nc2cc(C(F)(F)F)ccc2N2CCOCC2)ccc1O
 : ?, -2, -14, ?, -28%, 0%
Cc1nnc(SCC(=O)N(CC(C)C)c2c(N)n(Cc3ccccc3)c(=O)[nH]c2=O)n1N
 : 13%, ·, ·, 2%, -1%, ·
CCN(C(=O)CSc1nc2cc(S(=O)(=O)N(CC)CC)ccc2n1CC)C1CCS(=O)(=O)C1 (stereo not drawn)
 : ?, ·, ·, -18%, -5%, ·
CC1=C([N+](=O)[O-])C(c2cccc(Br)c2)C2=C(N1)c1ccccc1C2=O (stereo not drawn)
 : ·, -2, 28, 4.7µM*, ?, -9%
COc1ccc(C2CC(C(F)(F)F)n3ncc(C(=O)NCC4CCCO4)c3N2)cc1OC (stereo not drawn)
 : -29%, -3, -11, -9%, -19%, 6%
CCOC(=O)N1CCN(C(=O)CC(=O)Nc2ccc3nc4n(c(=O)c3c2)CCCCC4)CC1
 : 7%, 1, -13, 5.9µM*, -5%, 5%
COc1ccccc1NC(=O)/C=C\C(=O)O
 : ?, 11, 15, 31%[activator], 1%, 0%
CC1(C)CC(=O)C=C(NCc2ccc(Cl)c(Cl)c2)C1
 : 8%, 8, -15, -4%, -19%, 1%
CCC(C)NC(=O)C1CCN(C(=O)c2ccccc2)CC1 (stereo not drawn)
 : 1%, -1, 7, 20%, -22%, -1%
Cc1cc(C)cc(N(C(=O)CNS(=O)(=O)c2ccccc2)C(C(=O)NCc2ccccc2)c2ccc(C)o2)c1 (stereo not drawn)
 : 38%[activator], 5, 6, ?, -1%, -4%

Following part.
Values in the order: Pf growth 96h, CHX counter, Shiga toxin inh, Pf growth 48h, Sm TGR inh, FBPA Giardia inh
O=C(N/N=C/c1cccs1)c1cc(-c2cccc3ccccc23)n[nH]1
 : -22%, 47*, -26, 46%[activator], -2%, -1%
O=C(NCc1nnnn1-c1cccc(F)c1)c1ccc(S(=O)(=O)N2CCOCC2)cc1
 : 0%, ·, ·, -4%, -12%, ·
CCOc1ccccc1OCCN1CCCC1
 : ?, -3, -7, 81%[activator], -18%, ?
Cc1cc(/C=N/n2c(COc3ccccc3C)nc3ccccc3c2=O)c(O)c([N+](=O)[O-])c1
 : ?, 62*, 57*, 3.3µM*, 3%, 9%
ClC(Br)=C(n1cnc2ccccc21)n1cnc2ccccc21
 : 3%, -4, -23, 10µM*, 8%, 3%
C=CCn1c(SCC(=O)N(C)C)nc2sc3c(c2c1=O)CCC3
 : -14%, -3, -22, -7%, 1%, 4%
COc1ccc(N(C(=O)c2snc(C(N)=O)c2N)C(C(=O)NC2CCCC2)c2ccco2)cc1OC (stereo not drawn)
 : ?, -2, 10, ?, ?, 1%
Cc1ccc(N2C(=O)C3C4C=CC(CNC(=S)Nc5cccc(Cl)c5)(O4)C3C2=O)cc1 (stereo not drawn)
 : ?, -5, -6, 1%, 4µM*, 2%
COc1ccc(NC(=O)c2ccc(-c3ccccc3)cc2)cc1S(=O)(=O)N1CCOCC1
 : -25%, -1, -8, 0%, 10%, -1%
Cn1c(CNC(=O)OC(C)(C)C)n[nH]c1=S
 : 35%[activator], -2, 4, -2%, 24%, 0%
CC(C)CNC(=S)N(CCCO)Cc1cc2cc3c(cc2[nH]c1=O)OCCO3
 : -16%, 8, ·, 17%, -21%, -4%
COc1ccc(C)cc1NC(=O)N1CCC(CO)(CC2CCCCO2)CC1 (stereo not drawn)
 : ?, -3, 11, -6%, ·, -4%
Cc1cccc(NC(=O)c2cc3c(n(-c4ccccc4)c2=O)CCCC3=O)n1
 : ·, -4, -1, -1%, 32µM*, ?
Cn1c(=O)c2c(nc(SCCN3CCCCC3)n2C)n(C)c1=O
 : ?, -2, -5, 8%, 0%, 5%
Cc1ccc(CNC(=O)C2CCN(S(=O)(=O)c3ccc4c(c3)OCCCO4)CC2)cc1
 : ?, 17, 10, -10%, -9%, 9%
CCC(C)Nc1nc(N)c([N+](=O)[O-])c(NC2CCCCC2)n1 (stereo not drawn)
 : ?, 5, -6, ?, 33%, -14%
Cc1ccccc1-c1nc2cc(Cl)ccc2c(=O)o1
 : 25%, 7, 2, 18%, -4%, -1%
COc1ccc(N2CCN(S(=O)(=O)c3cc4c(cc3C)N(C(C)=O)CCO4)CC2)cc1
 : -15%, -1, -3, -5%, 0%, 2%
CCn1cc(/C=N/NS(=O)(=O)c2ccc(OC)cc2)c(C)n1
 : 10%, 0, -10, ·, -18%, 0%
COc1cc2nc(-c3ccc(Br)o3)oc(=O)c2cc1OC
 : ?, 7, 17, 10%, -3%, -25%
Cc1ccc(C2Nc3cccc4cccc(c34)N2)cc1
 : -15%, 2, -10, 0%, 18µM*, -14%
Cc1ccc2c(CN3CCN(CCO)CC3)cc(=O)oc2c1
 : 30%, -2, 4, 12%, -2%, 1%
CCOC(=O)C1CCN(CC(O)COC(CC)c2ccccc2)CC1 (stereo not drawn)
 : 8%, -5, -7, 22%, -9%, -17%
COc1cc(/C=C(\C#N)c2nc3ccccc3n2C)cc(OC)c1O
 : ?, 1, 16, 4%, -18%, ?
CCCOc1c(OC)cccc1C1CC(=O)Nc2cc3c(cc21)OCCO3 (stereo not drawn)
 : 8%, 8, 7, -15%, 9%, 0%
COC(=O)c1sccc1-c1ccc(C(N)=O)o1
 : 5%, -3, 10, -4%, 50µM*, -2%
CC(Sc1ccccc1)C(=O)N(CCC#N)Cc1cccnc1 (stereo not drawn)
 : ?, -2, 3, -4%, 1%, -1%
c1ccc(C(c2ccccc2)N2CCN(c3ccc4ccccc4n3)CC2)cc1
 : 2%[5.75 µM], -5, -10, -11%, 0%, -8%
CCN(CC(=O)Nc1c(F)cccc1F)C(=O)c1ccc(-c2ccccc2)cc1
 : 48%[activator], ·, ·, -8%, 6%, ·
CC(Oc1ccccc1F)C(=O)NCCN1CCCCC1 (stereo not drawn)
 : 5%, -4, -15, -1%, 1%, -2%

One compound at a time, as listed above. Screens in order: Pf growth 96h, CHX counter, Shiga toxin inh, Pf growth 48h, Sm TGR inh, FBPA Giardia inh
`COc1cc(/C=C/C(=O)OCC(=O)Nc2cc(C(F)(F)F)ccc2N2CCOCC2)ccc1O` as listed: ?, -2, -14, ?, -28%, 0%
`N=C(N)SCCc1cnc[nH]1` as listed: -4%, ·, ·, 3%, -16%, -5%&4%

Screening results (PubChem BioAssay)
